ASM inhibitor – Inhibitors of Secretory Acid Sphingomyelinase (S-ASM): qHTS; Potency, µM (highest dose often 57.5 µM), for the others: at the top dose activity change, negative = inhibition, actives largely listed as inhibitors; placental ASM, HMU-PC fluorogenic substrate, 60 min; Sphingomyelin phosphodiesterase (Homo sapiens), P17405; hit rate 0.006% among 340,000; further: potency means the concentration at half of the fitted maximal effect
Target sequence (P17405 47-631 limits assumed): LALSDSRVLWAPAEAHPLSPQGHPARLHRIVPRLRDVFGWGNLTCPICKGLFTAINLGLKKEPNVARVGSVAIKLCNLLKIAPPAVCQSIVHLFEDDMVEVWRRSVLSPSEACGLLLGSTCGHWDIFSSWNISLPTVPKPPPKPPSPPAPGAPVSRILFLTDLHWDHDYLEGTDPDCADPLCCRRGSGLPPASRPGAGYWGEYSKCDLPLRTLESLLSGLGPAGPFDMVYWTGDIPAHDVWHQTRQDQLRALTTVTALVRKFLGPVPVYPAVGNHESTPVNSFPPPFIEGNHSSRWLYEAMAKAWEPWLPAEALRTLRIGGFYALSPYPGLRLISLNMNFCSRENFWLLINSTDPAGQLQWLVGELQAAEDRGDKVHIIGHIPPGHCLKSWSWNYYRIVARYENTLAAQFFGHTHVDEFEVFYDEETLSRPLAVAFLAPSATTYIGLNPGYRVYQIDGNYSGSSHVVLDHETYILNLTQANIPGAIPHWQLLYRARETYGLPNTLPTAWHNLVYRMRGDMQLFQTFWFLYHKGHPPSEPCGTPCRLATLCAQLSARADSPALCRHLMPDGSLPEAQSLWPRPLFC
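Human placenta-derived ASM preincubated with compound 10 min at room temperature, then reacted with 9 uM (final) fluorogenic HMU-PC substrate for 60 min at 37 C. Stop solution raises pH to 10; fluorescence read at Ex 386/Em 447 nm.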
Tb PFK block – qHTS Assay to Find Inhibitors of T. brucei phosphofructokinase; T. brucei PFK, ADP-Glo luminescence; Potency, µM (titrated, usually from 57.5 µM), without a hit: top-dose activity, negative = inhibition, usual class: inhibitors; ATP-dependent 6-phosphofructokinase (Trypanosoma brucei brucei), O15648; hit rate 0.17% among 330,000;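 further: potency means the concentration at half of the fitted maximal effect; 0% = uninhibited 1x PFK enzyme wells and -100% = no-enzyme wells; nearly all actives have a fitted effect of over 60% in size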
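Compounds were pin-transferred as a titration series up to 57 uM into substrate buffer (0.5 mM F6P, 0.1 mM ATP, pH 8.0), then 1.25 nM PFK was added and reactions ran 45 min before ADP-Glo detection.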
B2AR arrestin – qHTS assay of beta-arrestin-biased ligands of beta2-adrenergic receptor; Beta-2 adrenergic receptor (Homo sapiens), P07550; beta-arrestin recruitment to beta2AR, cell-based reporter; Potency, µM (series often up to 46.1 µM), without a hit: at the top dose activation, most hits filed as activators; hit rate 0.02% among 330,000; AID 492947, 2010;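 further: potency means the concentration at half of the fitted maximal effect; 0% = DMSO controls and full agonism = EC100 isoproterenol or metaproterenol; nearly all actives have a fitted effect of over 65% in size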
Target sequence (P07550 whole entry, looked up): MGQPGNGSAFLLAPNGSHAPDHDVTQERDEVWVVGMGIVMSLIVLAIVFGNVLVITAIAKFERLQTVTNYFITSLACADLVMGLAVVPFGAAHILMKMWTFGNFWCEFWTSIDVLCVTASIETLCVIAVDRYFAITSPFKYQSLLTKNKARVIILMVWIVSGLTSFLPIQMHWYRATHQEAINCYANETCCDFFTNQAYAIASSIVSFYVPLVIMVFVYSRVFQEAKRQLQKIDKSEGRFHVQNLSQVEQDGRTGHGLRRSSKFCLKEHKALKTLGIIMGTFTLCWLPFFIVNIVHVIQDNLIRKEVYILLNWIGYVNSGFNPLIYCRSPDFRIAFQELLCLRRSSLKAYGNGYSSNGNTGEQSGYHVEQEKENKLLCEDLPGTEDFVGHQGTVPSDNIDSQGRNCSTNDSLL
PTAP TSG101 blk – qHTS Assay for Iinhibitors of HIV-1 Budding by Blocking the Interaction of PTAP/TSG101; Potency, µM (highest dose often 115 µM), inactives show at the highest dose activity change, negative = inhibition, hits mostly inhibitors; Fluorescence polarization, FITC-PTAP peptide / Tsg101 binding; 340,000 tested, under 10 active; active means well fitted inhibition curve with a large enough effect in the main read-out, with a control signal flat, not every such curve was filed as active; inconclusive means small, poorly fitted or top-dose-only effect, or effect the other way, or a change in a side signal; inactive means no such curve, though single readings can be large or run the other way; further: potency means the concentration at half of the fitted maximal effect; % of control where 0% means no effect
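FP read-out: FITC-PTAP peptide, 50 nM final, binding Tsg101 binding domain, 10 uM final; 20 min, r.t.; 10 mM HEPES pH 7.5, 0.15 M NaCl, 0.01% Tween 20, 3 mM EDTA, 0.1 mM TCEP.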
FBPA coupling cs – qHTS Assay for Inhibitors of Fructose-1,6-bisphosphate Aldolase from Giardia Lamblia: Coupling assay counterscreen. coupling enzyme system counterscreen, AmpLite Red fluorescence. activity change, negative = inhibition, % at 58.2 µM, hits read low. hit rate 0.67% among 290,000; in the data active means activity change below about -30%; further: on the % scale 0 is the no-effect control and ±100 the full control effect
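Compounds tested against the coupling enzymes alone at 57.5 uM final; readout was AmpLite Red fluorescence (525/598 nm) after 20 min at RT.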
Menin-MLL TR inh – qHTS Assay for Inhibitors Targeting the Menin-MLL Interaction in MLL Related Leukemias: Competition With Texas Red Labeled MLL-derived Mutant Peptide | O00255 | Menin + Texas Red MLL mutant peptide, fluorescence polarization | Potency, µM (highest dose often 61.6 µM), inactives show at the top dose FP activity change, negative = inhibition, most hits filed as inhibitors | hit rate 0.23% among 270,000 | AID 1768, 2009; active means well fitted inhibition curve with a large enough effect in the polarisation, with a control signal flat, not every such curve was filed as active; inconclusive means small, poorly fitted or top-dose-only effect, or effect the other way, or a change in a side signal; inactive means no such curve, though single readings can be large or run the other way; the % refers to the polarisation; further: potency means the concentration at half of the fitted maximal effect; % of control where 0% means no effect; many of its hits are not listed in these tables
Integrin act MD – qHTS for Activators of Integrin-Mediated Alleviation for Muscular Dystrophy; hit rate 0.064% among 350,000; AID 624291, 2012; Potency, µM (highest dose often 38.3 µM), inactives show at the highest dose activation, most hits filed as activators; alpha7betagal myoblasts, beta-gal FDG fluorescence, 48 h;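 further: potency means the concentration at half of the fitted maximal effect; 100% = response of the positive control SU9516; nearly all actives have a fitted effect of over 60% in size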
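Alpha7betagal+/- myoblasts (passage 13) were plated 16-24 hr, then exposed to compounds (1:260 dilution of DMSO stock) for 48 hours at 37C. After MPER lysis, β-galactosidase reporter activity was read as FDG fluorescence (ex 480/em 540) after 30 minutes.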
GALK inh – qHTS Assay for Inhibitors of Human Galactokinase (GALK) | P51570 | Purified GALK, Kinase-Glo residual ATP luminescence | hit rate 0.007% among 270,000 | AID 1868, 2009 | Potency, µM (series often up to 57.5 µM), inactives show at the highest dose activity change, negative = inhibition, most hits filed as inhibitors; further: potency means the concentration at half of the fitted maximal effect; on the % scale 0 is the no-effect control and ±100 the full control effect
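5 nM enzyme, 35 uM ATP, 100 uM galactose, 20 mM HEPES pH8.0, 5 mM MgCl2; 1 h RT; residual ATP by Kinase-Glo Plus luminescence, qHTS format.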
PKM2 activator – qHTS Assay for Activators of Human Muscle isoform 2 Pyruvate Kinase. hit rate 0.34% among 260,000. purified PKM2, Kinase-Glo ATP luminescence, activation; response scale: 0% is enzyme alone, no compound. AID 1631, 2009. Pyruvate kinase PKM (Homo sapiens), P14618. Potency, µM (highest dose often 57.5 µM), inactives show at the highest dose activation, most hits filed as activators; further: potency means the concentration at half of the fitted maximal effect; on the % scale 0 is the no-effect control and ±100 the full control effect; nearly all actives have a fitted effect of over 55% in size
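hPK-M2, >95% pure; 0.1 mM ADP / 0.5 mM PEP final; imidazole pH7.2 buffer w/ 7 mM MgCl2, 50 mM KCl; 1 h RT; Kinase-Glo lum. Intermediate enzyme activity for dual inhibitor/activator qHTS.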
BCR signal inh – qHTS Assay to Find Inhibitors of Chronic Active B-Cell Receptor Signaling. Potency, µM (doses to about 46.1 µM), for the others: at the top dose ratio change, negative = lower green/red ratio, usual class: inhibitors. AID 493014, 2011. hit rate 0.05% among 340,000. ABC-DLBCL IkBa-CBG/CBR reporter, luminescence ratio, 4 h; active means well fitted inhibition curve with a large enough effect in the signal ratio, with a control signal flat, not every such curve was filed as active; inconclusive means small, poorly fitted or top-dose-only effect, or effect the other way, or a change in a side signal; the % refers to the signal ratio;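 further: potency means the concentration at half of the fitted maximal effect; plate controls were basal doxycycline-induced cells for no effect and cells given 10 µM MG132 for full effect; MG132 reads +100%, hits lower the ratio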
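Cell line TMD8 (human ABC DLBCL), stably expressing tet-inducible CBG68-IkBa fusion and CBR; IMDM/0.5% FBS; cpd up to 46 uM; dox induction, 4 h, 37C/5% CO2; dual luminescence; green/red ratio; MG132 control.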
Giardia killer – Small Molecules that selectively kill Giardia lamblia: qHTS; Giardia lamblia trophozoite viability; activity change, % at 7.66 µM, hits read low; hit rate 0.15% among 340,000; in the data active means activity change below about -80%; inconclusive means between about -30% and that limit;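 further: parasites exposed to compound for two days anaerobically before the ATP read; on the % scale 0 is the no-effect control and ±100 the full control effect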
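Each well holds 100 Giardia trophozoites and compound. After two days (48 hrs) at 37 deg C in anaerobic conditions, ATP is quantified by luminescence.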
An asterisk follows results filed as active; [ ] = another dose, or the depositor's remark. Unless noted, the call rests on the fitted dose curve; in most records, active means well fitted curve in the direction sought with a large enough effect; inconclusive means small, poorly fitted or top-dose-only effect, or another doubt; inactive means no such curve, though single readings can be large; an effect the other way counts as inactive or inconclusive. A portion of the library (hit frequency here may not be typical).

How did COc1ccc(NC(=O)c2cc3cc(OC)ccc3oc2=N)cc1 do in these assays?
ASM inhibitor: 27%; Tb PFK block: 1%; B2AR arrestin: 0.4%; PTAP TSG101 blk: -4%; FBPA coupling cs: 4; Menin-MLL TR inh: 3%; Integrin act MD: inconclusive; GALK inh: 6%; PKM2 activator: -2%; BCR signal inh: -4%; Giardia killer: 19

How did c1ccc(-c2nc3ccccn3c2NCc2ccc3c(c2)OCO3)cc1 do in these assays?
ASM inhibitor: 160%[activator]; Tb PFK block: 1%; B2AR arrestin: -0.1%; PTAP TSG101 blk: -8%; FBPA coupling cs: 0; Menin-MLL TR inh: -17%; Integrin act MD: 6%; GALK inh: -2%; PKM2 activator: 2%; BCR signal inh: 10%; Giardia killer: -17

How did CCOC(=O)CSC1=NC(=O)/C(=C/c2ccc(OC)cc2)S1 do in these assays?
ASM inhibitor: -1%; Tb PFK block: 2%; B2AR arrestin: -0.2%; PTAP TSG101 blk: inconclusive; FBPA coupling cs: 4; Menin-MLL TR inh: 5%; Integrin act MD: -60%[inhibitor]; GALK inh: 1%; PKM2 activator: 26%; BCR signal inh: inconclusive; Giardia killer: 8

How did CC(C)C(=O)Nc1ccc2c3c(cccc13)CC2 do in these assays?
ASM inhibitor: 1%; Tb PFK block: -6%; B2AR arrestin: -0.8%; PTAP TSG101 blk: -1%; FBPA coupling cs: -1; Menin-MLL TR inh: 1%; Integrin act MD: 8%; GALK inh: 0%; PKM2 activator: 3%; BCR signal inh: inconclusive; Giardia killer: -12

What do the screens show for `Cc1ccc2nc3c(cc(C#N)c(=O)n3CC3CCCO3)c(=O)n2c1` (stereo unspecified)?
Tb PFK block: -2%; B2AR arrestin: -0.4%; FBPA coupling cs: -2; Menin-MLL TR inh: -7%; GALK inh: 7%; PKM2 activator: -7%; BCR signal inh: 1%

How did CC(=O)c1sc(NC(=O)c2ccccc2F)nc1-c1ccccc1 do in these assays?
ASM inhibitor: -7%; Tb PFK block: -4%; B2AR arrestin: 0.2%; PTAP TSG101 blk: -6%; FBPA coupling cs: 3; Menin-MLL TR inh: 5%; Integrin act MD: -22%; GALK inh: 1%; PKM2 activator: -1%; BCR signal inh: inconclusive; Giardia killer: -8

Results for Cc1nn(CC(=O)NCCN2CCOCC2)c(C)c1[N+](=O)[O-] ?
ASM inhibitor: 2%; Tb PFK block: -5%[0.46 µM]; B2AR arrestin: 4.0%; PTAP TSG101 blk: -5%; FBPA coupling cs: -1; Menin-MLL TR inh: -6%; Integrin act MD: 15%; GALK inh: 0%; PKM2 activator: -16%; BCR signal inh: -14%; Giardia killer: 3

Results for CCOc1ccccc1NC(=O)c1ccc2c(c1)C(=O)N(CC)C2=O ?
ASM inhibitor: 13%; Tb PFK block: -1%; B2AR arrestin: 0.6%; PTAP TSG101 blk: -1%; FBPA coupling cs: 2; Menin-MLL TR inh: inconclusive; Integrin act MD: 8%; GALK inh: -6%; PKM2 activator: 14%[11.5 µM]; BCR signal inh: -4%; Giardia killer: 13

How did CCCCOC(=O)Nc1nc2ccccc2s1 do in these assays?
ASM inhibitor: 6%; Tb PFK block: 0%; B2AR arrestin: 0.1%; PTAP TSG101 blk: -3%; FBPA coupling cs: 3; Menin-MLL TR inh: -9%; Integrin act MD: 22%; GALK inh: -2%; PKM2 activator: -4%; BCR signal inh: 0%; Giardia killer: -8

How did CCc1sc(N(C(=O)Cc2ccccc2)c2ccc(F)cc2)nc1-c1ccccc1 do in these assays?
ASM inhibitor: -1%; Tb PFK block: -2%; B2AR arrestin: 0.2%; PTAP TSG101 blk: -3%; FBPA coupling cs: -2; Menin-MLL TR inh: 5%; Integrin act MD: -10%; GALK inh: -2%; PKM2 activator: 6%; BCR signal inh: inconclusive; Giardia killer: -14

Results for CC(C)c1ccc(C2CC(=O)N3CN(C)CSC3=C2C#N)cc1 (stereo unspecified) ?
ASM inhibitor: -1%; Tb PFK block: -3%; B2AR arrestin: 0.2%; PTAP TSG101 blk: -1%; FBPA coupling cs: -6; Menin-MLL TR inh: inconclusive; Integrin act MD: 17%; GALK inh: 1%; PKM2 activator: 19%; BCR signal inh: -1%; Giardia killer: 0

How did COc1ccc(S(=O)(=O)n2cnc3cc(C)c(C)cc32)cc1C do in these assays?
ASM inhibitor: -1%; Tb PFK block: -3%; B2AR arrestin: -0.1%; PTAP TSG101 blk: -5%; FBPA coupling cs: 2; Menin-MLL TR inh: -8%; Integrin act MD: -40%; GALK inh: -2%; PKM2 activator: 4%; BCR signal inh: inconclusive; Giardia killer: -11

Results for Cc1cc2oc(=O)cc(CN3CCCCC3C)c2c(C)c1Cl (stereo unspecified) ?
ASM inhibitor: -4%; Tb PFK block: -2%; B2AR arrestin: -0.1%; PTAP TSG101 blk: -2%; FBPA coupling cs: 0; Menin-MLL TR inh: -8%; Integrin act MD: -16%[7.66 µM]; GALK inh: 2%; PKM2 activator: 1%; BCR signal inh: 3%; Giardia killer: -2

What do the screens show for `CC(Sc1nnc(C2CC2)n1-c1ccccc1)C(=O)N1CCCC1` (stereo unspecified)?
ASM inhibitor: 1%; Tb PFK block: -6%; B2AR arrestin: 2.6%; PTAP TSG101 blk: -3%; Integrin act MD: 3%; BCR signal inh: 1%; Giardia killer: 2

What do the screens show for `Cc1cc(NS(=O)(=O)c2ccc(NC(=S)NC(=O)c3ccccc3)cc2)no1`?
ASM inhibitor: -4%; Tb PFK block: -1%; B2AR arrestin: 0.6%; PTAP TSG101 blk: -3%; FBPA coupling cs: 6; Menin-MLL TR inh: 16%; Integrin act MD: 21%; GALK inh: 0%; PKM2 activator: -5%; BCR signal inh: inconclusive; Giardia killer: 2

What do the screens show for `COc1ccc2[nH]c3c(c2c1)CCN1C(=O)C(CC(=O)NCc2ccc(OC)c(OC)c2)C[C@H](C(=O)N2CCCCC2)[C@@]31CCc1ccccc1` (stereo partly specified)?
ASM inhibitor: -13%; Tb PFK block: 0%; B2AR arrestin: 5.9%; PTAP TSG101 blk: -1%; Integrin act MD: -2%; BCR signal inh: 3%; Giardia killer: -8

Results for OC1(CC#CCN2CCCCC2)c2ccccc2-c2ccccc21 ?
ASM inhibitor: 2%; Tb PFK block: 3%; B2AR arrestin: 0.1%; PTAP TSG101 blk: -4%; FBPA coupling cs: -2; Integrin act MD: 6%; GALK inh: 1%; PKM2 activator: 4%; BCR signal inh: 6%; Giardia killer: 4

How did O=C(NCCc1c[nH]c2ccccc12)C(=O)NCC(c1ccco1)N1CCN(c2ccccc2)CC1 (stereo unspecified) do in these assays?
ASM inhibitor: -1%; Tb PFK block: 11%; B2AR arrestin: -1.2%; PTAP TSG101 blk: 0%; FBPA coupling cs: 0; Menin-MLL TR inh: 28%; Integrin act MD: -7%; GALK inh: 2%; PKM2 activator: 2%; BCR signal inh: -4%; Giardia killer: -3

How did COc1cc(/C=N/NC(=O)C(=O)N2CCCCCC2)ccc1O do in these assays?
ASM inhibitor: -1%; Tb PFK block: -17%; B2AR arrestin: 0.0%; PTAP TSG101 blk: -3%; Integrin act MD: -4%; GALK inh: 5%; PKM2 activator: -5%; BCR signal inh: -15%; Giardia killer: 0

What do the screens show for `CCOC(=O)c1sc2ncn(CC(=O)Nc3cc(C)on3)c(=O)c2c1C`?
ASM inhibitor: 2%; Tb PFK block: -1%; B2AR arrestin: 0.3%; PTAP TSG101 blk: 0%; Integrin act MD: -11%; BCR signal inh: 1%; Giardia killer: 0

Compound activity as filed in PubChem.
